# TRPML3 agonist = human mucolipin-3 channel agonism; AID 1448; activation, % at 3 µM; HEK293 TRPML3-YFP, Fluo-8 calcium fluorescence; 100% = the carbachol control signal; Q8TDD5; actives 0.29% (n = 220,000);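 active = activation above its plate's cutoff, the mean activation of the plate's test wells plus 3 SD, cut at about 12% in these data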;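 also: 0% = DMSO only wells and 100% = carbachol wells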
#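 Test system – HEK293 line with stable expression of human TRPML3-YFP channel · Control set – carbachol 87 µM final as high control (100%), DMSO as low control (0%) · Signal – Fluo-8 calcium dye fluorescence, ex 470-495, em 515-575 nm · Incubation – 1-h 37 °C dye load, 5-s basal, 120-s post-compound reads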
# thrombin 1536 = inhibitors of human thrombin. inhibition, % at 5 µM. actives 0.26% (n = 220,000). alpha-thrombin, Boc-VPR-AMC fluorogenic substrate cleavage. P00734;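 active = inhibition at or above 40%; inactive = inhibition below 40%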;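 also: 0% = enzyme with no compound and 100% = wells without enzyme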
#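 Test system: human alpha-thrombin; medium: pH 7.5 Tris-saline with Tween 20; times: reaction at room temperature; signal: AMC fluorescence at 355 nm excitation and 460 nm emission; also added: Boc-VPR-AMC substrate, 15 µM final; dosing: one concentration per compound, 5 µM, with 0.2% DMSO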
# EBV gp42 inh = EBV gp42 inhibition. Q1HVG2. Fluorescence polarization binding assay, mP read-out. inhibition, % (tested at 21.74 µM). actives 0.42% (n = 220,000); in the data active = inhibition above about 50%
# KCC2 mod = KCC2 (human) Cl- transport modulation; actives 2.2% (n = 190,000); KCC2 cells, thallium flux FluoZin-2 fluorescence; B-score of Tl+ flux slope (higher = more flux/activation; lower = inhibition) at 10 µM;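 active = thallium flux slope and its plate-corrected score both differing from the plate sample mean at a set confidence after two filtering rounds, in either direction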;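 also: slope of fluorescence scaled to starting intensity during 10 to 20 s after thallium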
# Target sequence (Q9H2X9 whole entry, looked up): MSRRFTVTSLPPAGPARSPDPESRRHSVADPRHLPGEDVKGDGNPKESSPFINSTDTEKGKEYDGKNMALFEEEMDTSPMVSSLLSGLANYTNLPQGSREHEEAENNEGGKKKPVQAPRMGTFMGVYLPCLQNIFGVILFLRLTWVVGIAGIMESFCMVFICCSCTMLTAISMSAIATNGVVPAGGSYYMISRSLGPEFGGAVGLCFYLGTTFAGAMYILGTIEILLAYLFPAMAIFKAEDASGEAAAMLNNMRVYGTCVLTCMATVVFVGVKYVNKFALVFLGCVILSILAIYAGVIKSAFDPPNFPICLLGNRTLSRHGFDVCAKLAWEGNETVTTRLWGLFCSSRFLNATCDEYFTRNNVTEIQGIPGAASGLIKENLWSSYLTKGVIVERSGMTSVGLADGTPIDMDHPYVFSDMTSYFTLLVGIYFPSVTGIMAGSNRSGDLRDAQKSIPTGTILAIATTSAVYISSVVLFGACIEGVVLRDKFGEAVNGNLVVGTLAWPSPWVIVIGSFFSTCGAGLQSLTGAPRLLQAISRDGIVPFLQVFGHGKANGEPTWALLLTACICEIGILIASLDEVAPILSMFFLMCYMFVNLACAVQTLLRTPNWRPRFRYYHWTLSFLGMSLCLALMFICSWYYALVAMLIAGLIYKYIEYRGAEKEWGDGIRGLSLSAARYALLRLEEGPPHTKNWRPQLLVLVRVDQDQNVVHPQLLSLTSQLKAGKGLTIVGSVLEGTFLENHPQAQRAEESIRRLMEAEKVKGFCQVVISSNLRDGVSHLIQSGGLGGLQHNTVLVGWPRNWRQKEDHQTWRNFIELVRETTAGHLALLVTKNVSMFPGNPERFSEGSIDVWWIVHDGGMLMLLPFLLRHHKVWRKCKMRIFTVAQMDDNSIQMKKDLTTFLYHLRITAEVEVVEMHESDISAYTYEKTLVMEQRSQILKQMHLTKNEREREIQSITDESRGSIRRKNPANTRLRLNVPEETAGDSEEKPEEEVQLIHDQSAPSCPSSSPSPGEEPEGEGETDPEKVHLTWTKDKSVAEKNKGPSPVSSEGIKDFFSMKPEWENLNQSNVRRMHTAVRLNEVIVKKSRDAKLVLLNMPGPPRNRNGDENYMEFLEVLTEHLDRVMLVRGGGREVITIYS
# Tb hexokinase = blocks Trypanosoma brucei hexokinase 1 activity. recombinant TbHK1, G6PDH-coupled NADH A340. inhibition, % at 10 µM. actives 0.11% (n = 220,000). AID 1430;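 active = inhibition of 50% or more in the single-dose primary screen; inactive = inhibition below 50%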
# TRPN1 ag = activates the zebrafish TRPN1 channel; HEK293 zebrafish TRPN1-YFP, Fluo-8 calcium fluorescence; 100% = response to 87 µM carbachol; activation, % at 3 µM; actives 0.18% (n = 220,000); AID 1424;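 active = activation above its plate's cutoff, the mean activation of test wells on that plate plus 3 SD, cut at about 19% in these data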;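 also: 0% = DMSO alone and 100% = 87 µM carbachol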
#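 System: zebrafish TRPN1-YFP in HEK293 cells / Dosing: 3 µM single point / Timing: dye loading 1 h at 37 °C, then 30 min room temperature / Signal: Fluo-8 calcium fluorescence, excitation 470-495 nm, emission 515-575 nm / Read-out basis: percent activation from peak over basal fluorescence ratio, control-normalized / Control set: high carbachol 87 µM, low DMSO alone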
# PPC-1+TRAIL kill = PPC-1 cancer cell killing with TRAIL present | actives 0.41% (n = 220,000) | PPC-1 cells + TRAIL, ATPLite viability luminescence | AID 1443 | cell killing (% activity), % at 4 µM;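 active = cell killing above 50% in the first pass at 4 µM, then a duplicate retest at 5 µM averaging 50% or more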;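 also: plate controls were cells with TRAIL plus DMSO for no effect and medium-only wells lacking cells for full effect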
# Furin inhibitor = blocks human furin protease activity | P09958 | purified furin, fluorogenic substrate cleavage | inhibition, % at 30 µM | actives 0.061% (n = 220,000) | AID 463115; in the data active = inhibition above about 25%; also: inactives centre near -15
# Calpain2 inh = inhibitors of pig calpain II. purified calpain II, fluorogenic peptide substrate, 30 min. inhibition, % at 16 µM. actives 0.37% (n = 220,000). AID 1236;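 active = inhibition above about 50%, limit read from the data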
# * = called active by the depositor; . = no result given; [ ] = remark or other dose.
compound	EBV gp42 inh	KCC2 mod	thrombin 1536	Tb hexokinase	TRPN1 ag	Calpain2 inh	PPC-1+TRAIL kill	Furin inhibitor	TRPML3 agonist
O=S(=O)(Nc1nccs1)c1cc(Cl)ccc1Cl	-2	0.15	-4	-2	0.5	-49	-17	-27	0.6
CSCCC(NC(=O)c1ccco1)C(=O)OCC(=O)Nc1ncc(Cl)c(C)c1Cl (stereo not drawn)	-9	0.52	14	9	-0.9	-14	0	-10[20 µM]	-0.2
CC(C)(C)c1cc2cccnc2n1Cc1cccc(F)c1	-17	-0.77	6	2	2.5	-78	24	-14[20 µM]	1.2
Cc1cc(C(=O)NC(C)Cc2ccccc2)cc(C)c1[N+](=O)[O-] (stereo not drawn)	-6	-0.36	-8	7	-2.9	-15	4	-13	-0.5
COC(=O)c1c(NC(=O)CSc2nnc(C)c(=O)[nH]2)sc(C)c1C	3	-1.4	-2	-9	-0.4	-34	10	-20	0.1
O=C(NNC(=S)NC(=O)c1ccco1)c1ccc(F)cc1	-12	60*	1	-31	3.5	-10	24	-18	4.1
Cc1cccnc1NC(=O)c1ccccc1-c1ccccc1C(=O)Nc1ncccc1C	-17	-1.5	0	-1	-0.1	2	3	-26	-0.6
C=CCn1c(Oc2ccccc2)nc2c1c(=O)n(C)c(=O)n2C	-11	.	-7	1	-1.4	-17	0	-30	0.0
CCOCC(=O)Nc1cc(C(=O)OC)cc(C(=O)OC)c1	3	0.13	-7	1	0.7	20	22	-4	0.1
COc1cccc(C(=O)Nc2ccc(Oc3cccc(C(F)(F)F)c3)nc2)c1	0	-0.0062	-9	0	11	33	8	-17	4.0
COc1ccc(Br)c2oc(S)cc(=O)c12	-23	-0.0035	3	-31	1.5	-3	5	-12	2.7
Cc1cc(S(=O)(=O)NCc2ccccc2)ccc1OCC(=O)Nc1cccc([N+](=O)[O-])c1	-15	0.69	-5	31	-0.1	0	37	-7	-0.1
COC(=O)c1nc(N)sc1-c1ccc(OC)cc1	0	-0.45	-5	-12	-1.0	-30	-23	-19[20 µM]	0.7
COc1cc(S(=O)(=O)N2CCN(Cc3ccccc3)CC2)ccc1Br	-1	-1.6	-3	-9	-0.8	-1	11	-21[20 µM]	-1.6
O=S(=O)([N-]c1nc2ccccc2nc1-[n+]1ccccc1)c1ccccc1	-18	1.5	3	-5	-1.9	4	-10	-8	0.2
Cc1nn(C2CCS(=O)(=O)C2)c(Cl)c1/C=C/C(=O)OCC(=O)Nc1ccccc1[N+](=O)[O-] (stereo not drawn)	-21	0.28	-5	-2	1.6	-28	2	-28	1.3
Nn1c(SCC(=O)Nc2ccc(F)cc2)nnc1-c1ccccn1	-20	.	1	-1	-2.1	17	5	-2	0.8
COCC(C)n1c(SCc2ccc(C(=O)OC)o2)nc2ccccc2c1=O (stereo not drawn)	-2	.	8	-10	-2.6	-3	-1	-17	-1.4
NS(=O)(=O)c1ccc(CCNCc2cccs2)cc1	-4	1.9	-3	12	0.4	27	-3	-12	0.9
COc1ccc(OC)c(N(CC(N)=O)S(=O)(=O)c2ccc(OC)c(OC)c2)c1	-11	0.24	-3	-2	0.5	-24	1	-9[20 µM]	0.9
O=C(COc1ccc(Cl)cc1Cl)NN1C(=O)C2C3C=CC(C3)C2C1=O (stereo not drawn)	-13	0.87	-3	1	-0.2	-18	2	-22	0.7
Cc1cc(NC(=O)COC(=O)c2ccc(S(=O)(=O)N3CCCc4ccccc43)cc2)no1	0	0.33	-6	8	0.9	28	10	-21	0.2
O=C(COC(=O)CSCC(=O)N1CCCCC1)Nc1ccc(Cl)cc1	-1	-0.72	2	32	1.1	5	-15	-7	-0.9
O=C(NCCCN1CCN(CCCNC(=O)c2cccc(Cl)c2)CC1)c1cccc(Cl)c1	-14	-0.64	-12	9	-0.6	7	14	-21	-0.1

# Ordered by molar mass (high to low): some entries from above
compound	EBV gp42 inh	KCC2 mod	thrombin 1536	Tb hexokinase	TRPN1 ag	Calpain2 inh	PPC-1+TRAIL kill	Furin inhibitor	TRPML3 agonist
O=C(COc1ccc(Cl)cc1Cl)NN1C(=O)C2C3C=CC(C3)C2C1=O (stereo not drawn)	-13	0.87	-3	1	-0.2	-18	2	-22	0.7
Nn1c(SCC(=O)Nc2ccc(F)cc2)nnc1-c1ccccn1	-20	.	1	-1	-2.1	17	5	-2	0.8
NS(=O)(=O)c1ccc(CCNCc2cccs2)cc1	-4	1.9	-3	12	0.4	27	-3	-12	0.9

# Record cards, from the list above.
# Shown for `NS(=O)(=O)c1ccc(CCNCc2cccs2)cc1` : EBV gp42 inh = -4; KCC2 mod = 1.9; thrombin 1536 = -3; Tb hexokinase = 12; TRPN1 ag = 0.4; Calpain2 inh = 27; PPC-1+TRAIL kill = -3; Furin inhibitor = -12; TRPML3 agonist = 0.9
# Shown for `Nn1c(SCC(=O)Nc2ccc(F)cc2)nnc1-c1ccccn1` : EBV gp42 inh = -20; KCC2 mod = .; thrombin 1536 = 1; Tb hexokinase = -1; TRPN1 ag = -2.1; Calpain2 inh = 17; PPC-1+TRAIL kill = 5; Furin inhibitor = -2; TRPML3 agonist = 0.8

# The listing continues.
compound	EBV gp42 inh	KCC2 mod	thrombin 1536	Tb hexokinase	TRPN1 ag	Calpain2 inh	PPC-1+TRAIL kill	Furin inhibitor	TRPML3 agonist
C=C1CC2C=C(NC(C)=O)CC(C1)C2 (stereo not drawn)	-26	0.8	-4	29	0.0	16	0	-18	0.2
Cc1ccc(OCCCC(=O)NCc2ccco2)cc1	-7	.	-1	-5	0.4	16	-8	-25[20 µM]	0.0
CCOC(=O)C1CCN(C=Nc2cc(C)on2)CC1	-7	0.9	-8	0	2.2	-3	28	-32	0.4
Cc1ccccc1C(=O)Nc1ccccc1C(=O)NCC(C)C	-10	0.28	-3	10	-0.3	24	9	-10	-0.5
O=S(=O)(NCC(Nc1ccccc1)c1ccccc1)c1ccc(Cl)cc1 (stereo not drawn)	12	0.55	-2	0	-1.6	20	9	-11	-0.2
O=C(COc1ccc(S(=O)(=O)N2CCCC2)cc1)NCc1ccco1	1	-1	0	2	-1.2	-21	21	-5[20 µM]	0.6
CN(C1CCCCC1)S(=O)(=O)c1ccc(C(=O)N2CCN(c3nc4ccccc4s3)CC2)cc1	-4	2.1	-1	-4	-0.2	20	-2	-8	0.2
CCC(C)C(=O)N1CCCC(c2nc(-c3cccs3)no2)C1 (stereo not drawn)	-24	-0.088	5	-2	-0.7	-3	17	-11[20 µM]	-0.1
C=CCNC(=S)NNC(=O)c1ccc([N+](=O)[O-])cc1	-3	-0.38	1	-2	1.8	16	16	-4	0.6
c1ccc2c(c1)ncn2-c1ccc(-c2ccnc3ncnn23)cc1	-6	0.035	-4	-15	0.4	-81	17	-29	0.5
CCC(Oc1nc2ccccc2nc1-c1ccccc1NC(C)=O)C(=O)c1ccccc1 (stereo not drawn)	-2	.	2	-9	-0.4	0	5	-19[20 µM]	0.0
COc1ccc(NC(=O)CCNS(=O)(=O)c2cccc3nsnc23)cc1OC	9	0.039	1	-5	-0.6	-6	-3	-27	0.3
CCC(=O)Nc1ccc(N2CCN(C(=O)c3ccccc3C)CC2)cc1	-15	-0.19	-12	3	0.1	10	-19	-11[20 µM]	0.1
CCOc1ccc(-c2cc3cc(OC)c(OC)cc3c(C)n2)cc1	-8	-0.34	-19	-1	0.5	-59	.	-15	0.8
O=C(N/N=C1\SCC(=O)N1CCc1ccccc1)c1cccs1	-7	-0.15	-13	-2	-0.2	26	0	-18	0.4
Cn1c(=O)c2c(ncn2CC(=O)OCC(=O)Nc2ccccc2Cl)n(C)c1=O	-11	-0.51	-12	-5	0.5	2	3	-23	0.8
COc1ccc(-c2noc(=O)n2Cc2cc(C)ccc2C)cc1	-11	-0.042	-15	-2	-1.9	-3	.	-24	-0.9
O=C(NC1CCCC1)C(c1ccccc1)N(Cc1cccnc1)C(=O)Cc1cccs1 (stereo not drawn)	-3	-0.054	-4	1	-0.7	-7	3	-3	0.2
O=c1nc(C(F)(F)F)nc2ccccn12	-11	-0.62	-11	-9	-1.0	4	20	-7[20 µM]	0.9
N#Cc1ccc(CSc2nnc(-c3ccncc3)o2)cc1	3	0.19	-1	-2	0.0	-4	6	-19	0.8
CC(NC(=O)c1cccc(N2CCCC2=O)c1)c1ccc2c(c1)OCCO2 (stereo not drawn)	-5	0.012	1	4	-0.5	8	1	-23[20 µM]	-0.9
CCOC(=O)c1c(NC(=O)CS(=O)(=O)c2cn(CC)c3ccccc23)sc2c1CCCC2	-7	-0.11	-1	-7	-1.6	-5	10	-3	0.0
O=C(O)CCn1cc(/C=C/C(=O)c2ccc(Cl)cc2)c(-c2cccc(Br)c2)n1	21	-2.6	12	-21	0.5	32	17	2	-0.2
CN1C(=O)CC(N2CCN(CC(N)=O)CC2)C1=O (stereo not drawn)	-19	.	-3	3	1.2	3	9	-17[20 µM]	0.8
COC(=O)c1ccccc1NC(=O)COc1ccccc1	1	.	1	5	-0.3	22	-13	-11	-0.6
Cc1cc(NS(=O)(=O)c2ccccc2)c(C)c(Cl)c1O	-20	.	2	.	.	5	10	.	.
COc1ccc(C2CC(c3ccc4ccccc4c3OC(C)=O)=NN2C(C)=O)cc1 (stereo not drawn)	-5	-2.4	-2	-16	-2.8	-34	11	-16	-0.2
CCC(C)(C)n1nnnc1C(c1cc2ccc(OC)cc2[nH]c1=O)N1CCc2ccccc21 (stereo not drawn)	-6	1.1	-2	-22	-0.3	-101	-5	-13	0.1
CCOC(=O)c1ccc(N2Cc3ccccc3C2)cc1O	-23	1.1	-10	-2	0.0	-60	15	-20[20 µM]	0.5
CCOC(=O)N1CCN(C(=O)c2ccc3c(=O)n4c(nc3c2)CCCCC4)CC1	-14	.	1	-1	-1.0	5	12	-15	0.1
Cn1c(=O)c2c(nc(SCC(=O)N3CCCc4ccccc43)n2C)n(C)c1=O	.	0.5	.	1	0.7	.	.	-25[20 µM]	0.8
Cc1ccc(-c2cc(C(F)F)n3ncc(C(=O)Nc4c(C)nn(Cc5ccccc5Cl)c4C)c3n2)cc1	-12	.	-3	-12	0.9	-9	9	-15[20 µM]	0.9
CNC(=S)N/N=C/c1ccccc1Cl	0	2.1	-3	-9	-2.4	13	24	-22	-1.1
CCOC(=O)CC1=NC(=O)CS1	-18	0.82	0	1	1.5	11	5	-18	0.6
COc1ccc(C2CC(c3ccc([N+](=O)[O-])cc3)=NN2C(=O)c2ccccc2)cc1OC (stereo not drawn)	-1	-0.93	5	-20	0.9	-22	14	-24	0.5
COc1ccc(C(=O)N2CCCC(C(=O)N3CCCCCC3)C2)cc1 (stereo not drawn)	-24	0.7	1	-7	-0.8	-2	4	-22[20 µM]	0.9
CCC1(COC(=O)Nc2cccc(Cl)c2)COC1	-6	0.55	-11	0	1.1	-31	-4	-10	0.4
COc1ccc(-c2nc3c4ccccc4ccn3c2CN2CCCCC2)cc1OC	-6	-0.89	1	-19	-1.8	-25	10	-18	-0.2
Cc1nc(N)sc1C(=O)N/N=C/c1ccccc1[N+](=O)[O-]	-11	-0.37	-3	-20	-0.9	-6	2	-19	-0.2
CCc1nnc(NC(=O)CSc2ccc(-c3cccs3)nn2)s1	-31	-2.9	6	-8	-1.2	-9	1	-23	-0.5
Cc1ccccc1OCC(=O)NN1Cc2ccccc2C1=N	2	1.2	-4	2	1.1	24	6	-5[20 µM]	0.6
CC(C)NC(=S)NCc1cccs1	-3	0.6	-4	1	1.4	-16	15	-12	0.7

# Compound activity: PubChem BioAssay, several laboratories
